# Compound activity from PubChem BioAssay.
# DAT uptake mod – changed hDAT dopamine uptake under cocaine IC80, either direction, primary screen, cocaine antagonist project, cell-based, LLC-PK1 hDAT, [14C]-dopamine uptake, MLSMR. Sodium-dependent dopamine transporter (Homo sapiens), Q01959. LLC-PK1 hDAT cells, [14C]-dopamine uptake with cocaine IC80; actives deviate in either direction. actives 1.3% (n = 110,000). B-score at 10 µM;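 active = Z score or B-score, a plate-position-corrected score, falls beyond the plate's 99.7% confidence bounds, in either direction; inactive = both scores lie inside the 99.7% bounds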;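 note: scored against the spread of the other compound wells on the same plate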
# Target sequence (Q01959 whole entry, looked up): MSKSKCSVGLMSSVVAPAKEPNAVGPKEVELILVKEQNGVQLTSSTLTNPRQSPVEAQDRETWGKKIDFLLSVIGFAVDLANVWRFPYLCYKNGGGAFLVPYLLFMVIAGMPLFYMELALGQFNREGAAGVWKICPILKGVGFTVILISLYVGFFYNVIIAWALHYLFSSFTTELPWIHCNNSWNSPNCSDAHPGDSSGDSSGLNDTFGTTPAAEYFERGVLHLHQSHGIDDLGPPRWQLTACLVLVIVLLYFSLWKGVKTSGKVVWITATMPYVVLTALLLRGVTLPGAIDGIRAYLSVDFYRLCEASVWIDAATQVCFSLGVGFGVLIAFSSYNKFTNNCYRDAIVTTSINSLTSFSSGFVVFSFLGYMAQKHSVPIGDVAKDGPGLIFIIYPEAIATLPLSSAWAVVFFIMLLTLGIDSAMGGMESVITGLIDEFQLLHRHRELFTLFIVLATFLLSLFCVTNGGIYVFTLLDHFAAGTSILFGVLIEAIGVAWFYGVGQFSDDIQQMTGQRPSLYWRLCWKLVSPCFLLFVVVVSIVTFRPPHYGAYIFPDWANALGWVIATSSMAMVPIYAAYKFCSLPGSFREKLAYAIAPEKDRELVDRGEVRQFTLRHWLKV
# H69AR inhibit – proliferation blockers of H69AR lung cancer cells, primary screen, cell-based, human, 86K library. actives 6% (n = 85,000). viability, % at 10 µM. H69AR lung tumor viability, ATP luminescence, 72 h; hits give low values;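 active = viability at or below 40%; inactive = viability above 40%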;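 note: multidrug resistant small cell line overexpressing MRP-1 efflux transporter; 100% = mean luminescence of untreated control wells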
# PostGolgi yeast – phenotypic screen on post-Golgi transport, primary screen; post-Golgi transport phenotypic cell assay; inhibition, % at 10 µM; actives 0.9% (n = 98,000); AID 739, 2007;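 note: yeast cells grown in 1536-well plates; yeast grown about 18 h at 30C before absorbance read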
# HUVEC inhibit – inhibitors of HUVEC proliferation, primary screen, cell-based, 384-well | CellTiter-Glo luminescence, 72 h; hits give low values | viability, % at 10 µM (by protocol) | actives 1.1% (n = 86,000) | AID 648, 2007;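 active = viability at or below 30%; inactive = viability above 30%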;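 note: 100% = median luminescence of DMSO-only cell control wells on each plate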
# S1P2 agonist – S1P2 receptor agonists, primary screen, cell-based; actives 0.46% (n = 97,000); AID 729, 2007; Sphingosine 1-phosphate receptor 2 (Homo sapiens), O95136; activation, % at 4.5 µM; S1P2-expressing cell line, agonist reporter read-out; in the data active = activation above about 16%;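 note: 0% = vehicle low control and 100% = maximal reference agonist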
# Target sequence (O95136 whole entry, looked up): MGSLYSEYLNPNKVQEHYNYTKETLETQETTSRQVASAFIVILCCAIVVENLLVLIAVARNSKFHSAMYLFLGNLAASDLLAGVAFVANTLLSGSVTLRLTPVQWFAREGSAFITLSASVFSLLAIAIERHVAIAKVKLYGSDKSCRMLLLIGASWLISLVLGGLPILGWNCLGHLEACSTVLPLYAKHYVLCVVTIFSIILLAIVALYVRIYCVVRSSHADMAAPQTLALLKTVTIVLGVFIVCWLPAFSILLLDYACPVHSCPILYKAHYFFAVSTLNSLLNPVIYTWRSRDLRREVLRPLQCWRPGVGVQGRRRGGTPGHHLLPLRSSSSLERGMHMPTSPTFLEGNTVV
# PostGolgi ctrl – growth inhibition of yeast control strain, primary screen, counter-screen for post-Golgi transport modulator project; efflux-deficient yeast background strain, growth absorbance A615, 16 h; inhibition, % at 10 µM; actives 5% (n = 98,000)
# Fibroblast inh – antiproliferative effect on LL 47 fibroblasts – human, LL 47 cells, CellTiter-Glo luminescence, primary screen. viability, % at 10 µM. LL 47 human lung fibroblast viability, ATP luminescence; hits give low values. AID 719, 2007. actives 1.1% (n = 85,000);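 active = viability at or below 50% in the single dose screen; inactive = viability above 50%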;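 note: compound exposure lasted 72 h before the ATP readout; 100% = median luminescence of untreated cell-only wells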
#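 Times – overnight cell rest, 72 h compound treatment at 37 °C · Test system – human lung fibroblast line LL 47, low passage · Amount – 1,150 cells in each well · Controls – cell-only wells, no compound · Doses – 0.1% DMSO in all compound wells · Measured by – CellTiter-Glo luminescence · Buffer or medium – IMEM plus 15% FBS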
# E coli WT exp – growth inhibitors of wild-type E. coli, primary screen, strain BW25113, expanded library, OD600. actives 0.15% (n = 98,000). AID 710, 2007. OD600 absorbance. growth inhibition, % at 100 µM;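 active = growth inhibition above about 50% at one test dose, limit read from the data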;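 note: growth measured after 20 h incubation at 37 °C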
# S1P2 blocker – human S1P2 receptor antagonists, primary screen, cell-based; Sphingosine 1-phosphate receptor 2 (Homo sapiens), O95136; actives 0.21% (n = 97,000); cell-based S1P2 antagonist assay, inhibition at 5 uM; inhibition, % at 5 µM; AID 736, 2007; in the data active = inhibition above about 45%;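 note: CRE beta-lactamase reporter cells expressing human S1P2 stimulated with S1P; 0% = agonist at EC80 alone and 100% = agonist plus reference antagonist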
# * hit, by the source's call; x = no result given. Cut-off read from the data, not from the text of the source, unless noted: active = inhibition above about 30%; inactive = the rest.
SMILES,DAT uptake mod,H69AR inhibit,PostGolgi yeast,HUVEC inhibit,S1P2 agonist,PostGolgi ctrl,Fibroblast inh,E coli WT exp,S1P2 blocker
Brc1cc2c(cc1COc1ccc(-c3nn[nH]n3)cc1)OCO2,0.35,93,1,85,-3,17,105,-12,-14
c1ccc(SCCOCCn2cncn2)cc1,0.44,101,-4,98,-4,3,98,6,3
CCOC(=O)N1CCN(c2c(N3CCN(c4ccccn4)CC3)c(=O)c2=O)CC1,0.63,81,-2,112,x,-1,100,2,x
COC(=O)c1ccc(Cl)c(NS(=O)(=O)c2ccc3c(c2)OCCO3)c1,-0.59,20*,-5,61,-2,20,82,-2,4
Cc1cc(=O)n2nc(N3CCCC(C(=O)NCc4ccc5c(c4)OCO5)C3)sc2n1 (configuration not stated),0.061,77,-3,86,x,10,85,5,x
N/C(Cc1ccc(Cl)cc1)=N\OC(=O)c1cccc2ccccc12,0.14,-0.4*,82*,1.4*,-4,104*,57,8,3
CN(C)c1ccc(C(=O)c2ccc(N(C)C)c(N)c2)cc1N,1.2,22*,8,78,-6,3,85,-8,18
C/C(N)=C(/C#N)C(=O)COC(=O)CC12CC3CC(CC(C3)C1)C2,-0.055,103,2,87,-2,24,84,3,-36
Cc1ccc(-n2c(=O)[nH]cc(C(=O)N3CCc4ccccc43)c2=O)cc1C,3,98,7,103,-5,2,99,-3,14
COc1ccccc1N=c1oc2cc(O)ccc2cc1C(=O)NCC1CCCO1 (configuration not stated),-0.67,79,11,81,16,6,97,-5,-16
CN(C)S(=O)(=O)c1ccc(C(=O)Nc2ccc(CCC(=O)N3CCCC3)cc2)cc1,0.65,85,-3,93,-1,11,99,3,-2
COC(=O)c1[nH]c2ccc(Cl)cc2c1NC(=O)CCN1CCN(C2CCCCC2)CC1,0.18,65,14,79,-2,8,93,4,2
CCCCc1cc(=O)oc2cc(OCc3cc(OC)c(OC)c(OC)c3)c(Cl)cc12,0.33,x,-1,x,-4,-1,x,-5,21
COc1ccc(F)cc1S(=O)(=O)Nc1ccc2c(c1)OCCO2,-0.63,107,8,103,x,10,116,4,x
COc1ccccc1N(CC(=O)NC1CCCCC1)C(=O)c1csnn1,0.04,95,x,99,-3,x,96,x,-10
CCCCOc1ccc(C(=O)O)cc1,-0.23,101,11,87,-5,-4,90,-20,21
CCn1c(=O)cc(SCC(=O)N2CCN(Cc3ccc4c(c3)OCO4)CC2)c2ccccc21,2.1,64,4,76,-5,10,92,-6,14
CCCN1CCN(C(=O)CCCn2c(C)c3cnn(-c4ccccc4)c(=O)c3c2C)CC1,0.28,84,-3,100,x,31*,100,3,x
CCCN(CCC)S(=O)(=O)c1ccc(NC(=O)C2CCCO2)cc1 (configuration not stated),0.034,90,x,103,-9,x,100,x,4
CC(Sc1nc(-c2ccccc2)cc(=O)[nH]1)C(=O)O (configuration not stated),0.051,96,-4,96,-2,5,100,-2,-9
CC(=O)NCCc1cc2ccc(C)cc2[nH]c1=O,x,87,24,92,-5,-2,99,3,7
CCC(NC(=O)C1CCC1)c1ccccc1 (configuration not stated),-0.38,89,x,94,0,x,100,x,-1
O=C(NC1CCCCC1)c1ccc(CS(=O)(=O)Cc2ccccc2F)o1,-0.84,80,4,107,-8,6,100,-5,14
CC(=O)/C(CN1CCCCC1)=N\O,0.02,102,-2,93,-7,9,98,-2,19
Cc1ccc(NS(=O)(=O)c2ccc(CCC(=O)NC3CC3)cc2)cc1,-0.78,100,1,90,-3,6,101,6,-4

# Compound profiles, as listed above. Values in the order: DAT uptake mod	H69AR inhibit	PostGolgi yeast	HUVEC inhibit	S1P2 agonist	PostGolgi ctrl	Fibroblast inh	E coli WT exp	S1P2 blocker
# CCC(NC(=O)C1CCC1)c1ccccc1 (configuration not stated) in the list: -0.38	89	x	94	0	x	100	x	-1
# Cc1cc(=O)n2nc(N3CCCC(C(=O)NCc4ccc5c(c4)OCO5)C3)sc2n1 (configuration not stated) in the list: 0.061	77	-3	86	x	10	85	5	x
# CN(C)c1ccc(C(=O)c2ccc(N(C)C)c(N)c2)cc1N in the list: 1.2	22*	8	78	-6	3	85	-8	18

# Following part.
SMILES,DAT uptake mod,H69AR inhibit,PostGolgi yeast,HUVEC inhibit,S1P2 agonist,PostGolgi ctrl,Fibroblast inh,E coli WT exp,S1P2 blocker
Cn1c(-c2cc(Br)ccc2O)n[nH]c1=S,-0.15,100,-6,88,x,0,93,11,x
COc1cc(C(=O)N(Cc2ccc(N(C)C)cc2)C2CCS(=O)(=O)C2)cc(OC)c1OC (configuration not stated),0.74,80,-12,90,-6,-7,96,4,19
CCOc1ccc(/C(O)=C2/C(=O)C(=O)N(CC3CCCO3)C2c2ccc(C)o2)cc1 (configuration not stated),-0.05,79,-9,102,-2,23,102,-2,9
O=C(c1ccccc1Oc1ccccc1)N1CCN(c2ccccc2F)CC1,0.027,85,-2,102,1,33*,85,-5,-17
CCCCn1c(=O)n(CC(=O)NCc2ccc(C)cc2)c(=O)c2c1nc(CO)n2CCC,0.027,85,-7,91,0,3,98,-7,20
Cc1occc1C(=O)Nc1ccc(Br)cc1F,-1.5,68,5,92,1,7,114,7,-12
CCCc1nn(-c2cc(Cl)ccc2OC)c2c1C(=O)CC(C)(C)C2,0.009,22*,7,85,1,26,80,4,-26
CCC(CC)C(=O)Nc1cccc(C(=O)N2CCCC2)c1,-0.27,90,1,103,-9,-14,100,6,-31
Cc1occc1C(=O)Nc1ccccc1C(=O)O,1.3,95,17,91,-1,6,97,1,15
Cc1ccc2nsnc2c1S(=O)(=O)N(CCO)Cc1cc2cc3c(cc2[nH]c1=O)OCCO3,0.71,76,-4,92,x,11,93,6,x
CCN(CC)c1ccc(C=Nc2ccccc2)c(O)c1,-0.65,123,x,77,-3,x,96,x,2
CC/C(=N\NC(=O)c1ccc(-c2ccccc2)cc1)C12CC3CC(CC(C3)C1)C2,-0.32,x,-6,x,-2,1,x,-12,12
COc1ccccc1CNC(=O)CCC(=O)Nc1nnc(C)s1,-0.63,90,-9,94,-5,9,104,-7,0
CCOC(=O)c1ccc(N2C(=O)CC(N3CCN(C(=O)c4ccco4)CC3)C2=O)cc1 (configuration not stated),2.6*,89,2,99,-3,-4,104,2,19
Cc1ccc(-c2nnc(SCC(=O)N3CCCC3)o2)cc1,2.3,95,1,114,1,-9,97,-4,-17
CCCNC1=C(C)C(=O)CC1,-0.39,90,-10,99,-2,0,94,-2,-11
CCOc1ccc(N(CC(=O)Nc2ccccc2C(=O)NCc2ccco2)S(C)(=O)=O)cc1,1.1,104,-4,97,-5,-7,106,6,-6
Cc1ccc(-n2c(C)cc(C(=S)N3CCOCC3)c2C)cc1C,-0.14,x,7,x,-5,0,x,3,3
O=S(=O)(Nc1ccccc1F)c1ccc2nsnc2c1,-0.97,89,-2,93,x,13,104,6,x
CCN(CC)CCNc1nc2c(c(=O)n(C)c(=O)n2C)n1C/C=C(/C)Cl,-0.71,90,-6,95,-3,-6,102,-7,20
Cc1cnn(C(=S)NCc2ccc(Cl)cc2)c1,-1.6,105,-4,120,-8,-6,89,12,7
CCC(=O)Nc1cc(-c2nn(C)c(=O)c3ccccc23)ccc1N1CCOCC1,x,76,8,91,5,-9,94,-4,-26
Cc1ccc(SCc2ccc(C(=O)Nc3cccc([N+](=O)[O-])c3)cc2)cc1,0.66,x,3,x,-1,3,x,-15,-3
Cc1ccc(-n2c(Cc3cccs3)nnc2SCC(N)=O)cc1,1.4,112,1,102,-4,2,102,0,1
O=C(NCC(c1cccnc1)N1CCN(c2ccc(F)cc2)CC1)C1CCCCC1 (configuration not stated),-0.98,74,-30,101,-4,5,95,4,7

# (list continues)
SMILES,DAT uptake mod,H69AR inhibit,PostGolgi yeast,HUVEC inhibit,S1P2 agonist,PostGolgi ctrl,Fibroblast inh,E coli WT exp,S1P2 blocker
Cc1ccccc1C(=O)NC1CCN(Cc2nnnn2Cc2ccccc2)CC1,0.073,97,11,89,-5,-5,98,1,9
O=C(Cn1c(=O)c2c(ncn2Cc2ccccc2)n(Cc2ccccc2)c1=O)N1CCCC1,0.87,x,4,x,-2,1,x,0,2
Cc1ccc(F)c(NC(=O)C2CCCCC2C(=O)O)c1 (configuration not stated),-0.58,68,5,81,-2,-9,100,3,15
COc1ccc(C2C3=C(CC(C)(C)CC3=O)Oc3ncn(Cc4ccccc4)c(=N)c32)cc1 (configuration not stated),1.3,85,2,77,0,11,78,-11,-30
O=C(CCS(=O)(=O)c1ccccc1)Nc1nc2c(s1)COc1ccccc1-2,-0.0042,2.0*,0,58,-8,3,50*,-6,13
COc1ccc(C(=O)Nc2nnc(Cc3cccs3)s2)cc1OC,-0.0061,80,-6,78,-3,6,104,-8,-15
CCOc1ccc(NC(=S)NC(=O)/C=C/c2ccc(C)cc2)c([N+](=O)[O-])c1,x,x,19,x,-1,-7,x,-3,-21
CCCC(=O)NC(Nc1ccc(S(=O)(=O)Nc2cc(C)on2)cc1)(C(=O)OCC)C(F)(F)F (configuration not stated),-0.81,87,6,97,-14,2,99,0,-3
Cc1cc(C(=O)NCC2CCCO2)n(-c2ccccc2)n1 (configuration not stated),0.015,94,-4,97,-4,0,100,0,22
CC1CCc2c(C(=O)N3CCN(S(=O)(=O)c4cccs4)CC3)csc2C1 (configuration not stated),0.59,100,-11,99,-5,24,104,-14,-5
CCOC(=O)Cn1c(=O)n(CC(=O)OCC)c2ccccc21,-0.66,79,11,97,-1,-8,97,-5,0
CC(OC(=O)CN(C)S(=O)(=O)c1ccc(Cl)cc1)C(=O)Nc1ccc(N2CCOCC2)cc1 (configuration not stated),-0.23,102,-2,102,x,3,91,5,x
S=c1[nH]nc(-c2cc(-c3ccco3)[nH]n2)n1-c1ccccc1Cl,1.2,40,4,96,-9,0,98,-1,7
O=c1c2ccccc2nc2n1C(CSCc1ccc(Cl)cc1)CS2 (configuration not stated),0.35,x,2,x,-5,9,x,8,8
CC(C)(C)c1ccc(C(=O)CSc2n[nH]c(=O)[nH]c2=O)cc1,-0.089,x,1,x,-4,2,x,-1,-13
O=C(NC1CCCCC1)N1CCCCCCC1,0.72,88,10,96,-4,-2,x,3,16
COc1ccccc1NC(=O)CSc1ccc2nnc(-c3cccnc3)n2n1,0.086,96,-6,110,-3,8,91,-2,-23
CCC(CC)C(=O)Nc1ccccc1NC(C)=O,0.25,102,14,106,-2,-1,104,0,28
CCN(CC)S(=O)(=O)c1cccc2c(N(C)C)cccc12,0.68,x,1,x,-9,17,x,-1,25
O=C(Nc1nccs1)c1csc2c1CCCC2,0.0028,54,x,87,1,x,96,x,-26
COc1cccc(/C=N/NC(=O)c2c(-c3ccccc3)noc2C)c1,0.32,x,-4,x,-5,2,x,3,15
Cc1cc(=S)cc(C)n1CCCO,0.67,105,10,96,-5,3,107,-12,7
Cc1cc(C(=O)CN2C(=O)NC3(CCCc4ccccc43)C2=O)c(C)n1Cc1cccs1 (configuration not stated),0.12,104,0,70,9,11,90,-15,8
O=S(=O)(Cc1nc2ccccc2s1)c1ccccc1,-0.086,93,18,109,-6,14,91,4,18

# Sorted by value in S1P2 blocker (largest number first): three from the list above
canonical_smiles | S1P2 blocker
Cc1ccc(F)c(NC(=O)C2CCCCC2C(=O)O)c1 (configuration not stated) | 15
Cc1ccc(-n2c(Cc3cccs3)nnc2SCC(N)=O)cc1 | 1
CCC(NC(=O)C1CCC1)c1ccccc1 (configuration not stated) | -1
